p53null 32C kill: selectivity test: cytotoxicity in p53 null cells, permissive temperature; Potency, µM (top dose mostly 46.1 µM), without a hit: top-dose activity change, negative = cytotoxicity, usual class: cytotoxic; 55,000 compounds, 0.62% hits; H1299-neo p53 null cells, ATP luminescence, 24 h, 32C;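 note: potency is the fitted concentration of half-maximal effect; 0% = DMSO only and -100% = full killing by 100 µM tamoxifen; nearly all actives have a fitted effect of over 55% in size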
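Cells lacking p53 (H1299-neo) are plated at 600 per well and allowed to settle overnight at 37C. Test compounds (up to 46 uM) are added and held 24 hours at 32C, then ATP is quantified by luminescence.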
NTMT1 inhibitor: blocks human N-terminal methyltransferase 1 activity | Q9BV86 | NTMT1 MTase-Glo SAH luminescence, purified enzyme | Potency, µM (titrated, usually from 114 µM), inactives show at the top dose activity change, negative = inhibition, hits mostly inhibitors | 59,000 compounds, 2.5% hits | AID 1645870;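 note: potency is the fitted concentration of half-maximal effect; plate controls were DMSO vehicle for no effect and no enzyme for full effect; nearly all actives have a fitted effect of over 65% in size; many of its hits are not listed in these tables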
PTAP-TSG101 blk: inhibitors of HIV-1 PTAP binding to human TSG101, validation; Fluorescence polarization, FITC-PTAP peptide/Tsg101, 20 min; Potency, µM (highest dose often 115 µM), for the others: at the top dose activity change, negative = inhibition, actives largely listed as inhibitors; 44,000 tested, under 10 active; note: potency is the fitted concentration of half-maximal effect; 0% is about no effect
Target sequence (Q99816 whole entry, looked up): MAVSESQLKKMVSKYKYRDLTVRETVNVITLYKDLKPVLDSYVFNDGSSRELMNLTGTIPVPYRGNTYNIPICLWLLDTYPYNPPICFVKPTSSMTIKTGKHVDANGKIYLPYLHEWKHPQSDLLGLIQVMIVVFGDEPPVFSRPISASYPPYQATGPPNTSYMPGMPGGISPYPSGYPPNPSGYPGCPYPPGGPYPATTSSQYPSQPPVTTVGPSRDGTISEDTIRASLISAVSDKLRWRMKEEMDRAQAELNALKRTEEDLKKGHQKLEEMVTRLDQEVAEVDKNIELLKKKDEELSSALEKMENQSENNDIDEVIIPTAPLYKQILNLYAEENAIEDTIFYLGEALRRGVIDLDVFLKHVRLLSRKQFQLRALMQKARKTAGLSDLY
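Fluorescence polarization: Tsg101 binding domain (10 uM final) in 10 mM HEPES pH 7.5, 0.15 M NaCl, 0.01% Tween 20, 3 mM EDTA, 0.1 mM TCEP; compounds pinned; FITC-PTAP peptide 50 nM final; 20 min, r.t.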
GALK inh: inhibits human galactokinase; P51570; recombinant GALK, Kinase-Glo ATP luminescence, 1 h; Potency, µM (highest dose often 57.5 µM), without a hit: at the top dose activity, negative = inhibition, usual class: inhibitors; 44,000 tested, under 10 active;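 note: plate controls were full GALK reaction for no effect and reaction lacking GALK for full effect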
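Human GALK (5 nM) was incubated with 35 uM ATP and 100 uM galactose in 20 mM HEPES pH 8.0 with MgCl2, NaCl, DTT and BSA for 1 h at room temperature. Remaining ATP was measured by Kinase-Glo Plus luminescence.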
B2AR arrestin ag: beta-arrestin recruitment by human beta2-adrenergic receptor ligands | HTLA Tango cells, beta-arrestin recruitment, luciferase luminescence, 18 h | Potency, µM (series often up to 46.1 µM), for the others: at the top dose activation, hits mostly activators | 44,000 tested, under 10 active;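 note: potency is the fitted concentration of half-maximal effect; 0% = DMSO and full agonism = EC100 isoproterenol or metaproterenol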
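Ligand-induced beta-arrestin recruitment to recombinant beta2-AR is measured via a tTA-driven luciferase reporter in Tango cells after 18 hr compound exposure at 37 degrees C. Concentrations span up to 46 microM.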
FH mod: Identification of activators of human fumarate hydratase by quantitative high-throughput screening | 54,000 compounds, 0.22% hits | FH coupled MDH/diaphorase resazurin fluorescence, 15 min | Potency, µM (top dose mostly 79.9 µM), without a hit: top-dose activity change, negative = inhibition, most hits filed as inhibitors; note: potency is the fitted concentration of half-maximal effect; % is set by controls: 0 for no effect and ±100 for the full control effect; the screen sought activators but most active calls are inhibition curves; nearly all actives have a fitted effect of over 45% in size
Target sequence (P07954 whole entry, looked up): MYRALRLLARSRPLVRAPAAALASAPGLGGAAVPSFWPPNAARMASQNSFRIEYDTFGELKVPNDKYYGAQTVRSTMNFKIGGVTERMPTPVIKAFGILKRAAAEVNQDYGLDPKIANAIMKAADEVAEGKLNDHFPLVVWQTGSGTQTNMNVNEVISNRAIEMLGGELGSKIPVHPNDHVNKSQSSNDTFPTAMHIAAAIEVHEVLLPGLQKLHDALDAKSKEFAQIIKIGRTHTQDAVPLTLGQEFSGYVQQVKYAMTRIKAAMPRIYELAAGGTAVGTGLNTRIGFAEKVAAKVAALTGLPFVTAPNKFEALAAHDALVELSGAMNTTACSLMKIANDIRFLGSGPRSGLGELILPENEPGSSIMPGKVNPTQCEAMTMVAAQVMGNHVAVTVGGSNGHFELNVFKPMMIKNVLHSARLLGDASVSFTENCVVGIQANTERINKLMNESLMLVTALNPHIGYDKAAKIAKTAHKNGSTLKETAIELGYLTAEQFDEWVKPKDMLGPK
p53null 39C tox: kills p53 null cells at the nonpermissive temperature; H1299 p53-null (neo) cells, 39C, ATPlite viability, 24 h; Potency, µM (top dose mostly 46.1 µM), for the others: at the top dose activity, negative = cell killing, usual class: cytotoxic; 55,000 compounds, 0.97% hits;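 note: potency is the fitted concentration of half-maximal effect; 0% = DMSO only and -100% = full killing by 100 µM tamoxifen; nearly all actives have a fitted effect of over 50% in size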
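ATP-luminescence viability readout (ATPlite, 20 min RT) after 24 hr compound treatment at 39C of H1299-neo or H1299-p53A138V cells; titration up to 46 uM; normalized to DMSO and 100 uM tamoxifen; Hill-fit AC50.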
* = called active by the depositor; ? = inconclusive; · = no result given; [ ] = remark or other dose. Calls come from the whole dose curve; as a rule, active = well fitted curve in the direction sought with a large enough effect; inconclusive = small, poorly fitted or top-dose-only effect, or another doubt; inactive = no such curve, though single readings can be large; an effect the other way counts as inactive or inconclusive. A portion of the library; rates above refer to the full screens.

1) Cc1ccc(N2CC(NC(=O)c3ccccc3Br)CC2=O)cc1 (stereo unspecified)
2) Cc1ccc(N(Cc2cccs2)C(=O)COc2cccc(C)c2)cc1
3) CC1CCc2c(sc3nc(-c4cc5cc(Br)ccc5oc4=O)[nH]c(=O)c23)C1 (stereo unspecified)
4) Cc1ccc(NC(=O)c2ccco2)c(OCc2cc(=O)n3cc(C)sc3n2)c1
5) Cc1ccc(NC(=O)c2oc3ccc(S(=O)(=O)N(C)C4CCCCC4)cc3c2C)c(C)c1
6) Cc1ccc(C(=O)N2CC(=O)Nc3ccc(Br)cc3C2c2ccc(F)cc2)cc1C (stereo unspecified)
7) Cc1ccc(CNC(=O)C2CCN(c3nn4cc(-c5ccc(F)cc5)nc4s3)CC2)cc1
8) O=C(Nc1ccc(NC(=O)c2cccs2)cc1)c1ccc(Cl)cc1

entry no.	1	2	3	4	5	6	7	8
NTMT1 inhibitor	-5%	-2%	5%	-5%	8%	2%	?	-2%
PTAP-TSG101 blk	-1%	-7%	-3%	1%	-4%	-10%	1%	1%
GALK inh	-1%	-3%	-10%	-3%	0%	7%	-3%	-18%
p53null 32C kill	-4%	40%[activator]	-5%	-1%	-3%	35%[activator]	-6%	-1%
B2AR arrestin ag	-1%	-4%	1%	0%	-1%	1%	-1%	0%
FH mod	1%	-13%	2%	5%	-32%	?	7%	5%
p53null 39C tox	7%	12%	-5%	8%	-3%	24%	-7%	-2%

9) Cc1ccc(Cc2nc3ccccc3nc2SCC(=O)N2CCc3ccccc32)cc1
10) Cc1ccc(Nc2c(-c3ccccc3O)nc3ccc(Br)cn23)cc1
11) COc1ccc(-c2cc(C(=O)N3CCN(c4ccc(F)cc4)CC3)no2)cc1OC
12) COc1ccc(Cl)cc1NC(=O)c1nc(S(C)(=O)=O)ncc1N(Cc1ccc(C)cc1)Cc1ccco1
13) COc1cccc(CNC(=O)C2CCC(CNS(=O)(=O)c3cccs3)CC2)c1 (stereo unspecified)
14) COc1ccc(-c2onc(C)c2C)cc1S(=O)(=O)N1CCc2ccccc21
15) Cc1oc(-c2ccccc2F)nc1Cn1c(SCc2cccc(Cl)c2)nc2ccncc21
16) Cc1ccc(-n2c(SCC(=O)N3CCC(C)CC3)nc3c([nH]c4ccccc43)c2=O)cc1

entry no.	9	10	11	12	13	14	15	16
NTMT1 inhibitor	14%	9%	·	7%	-7%	?	2%	-18%
PTAP-TSG101 blk	0%	-3%	-2%	3%	-8%	-7%	3%	-1%
GALK inh	-10%	0%	0%	4%	1%	0%	1%	-2%
p53null 32C kill	-9%	-1%	9%	1%	-2%	8%	1%	-5%
B2AR arrestin ag	-1%	1%	0%	?	1%	2%	-1%	0%
FH mod	1%	12%	·	-5%	-2%	-13%	-24%	-1%
p53null 39C tox	-3%	-3%	4%	27%	-17%	14%	-4%	-17%

17) COc1cccc(C2=NS(=O)(=O)N(C)C(C(=O)Nc3ccccc3SC)=C2)c1
18) COc1ccccc1-c1cc2nc(C)c(CCC(=O)NCCc3ccc(SC)cc3)c(C)n2n1
19) CCOc1ccc(CCNC(=O)C2CCCN(S(=O)(=O)N(C)c3ccc(F)cc3)C2)cc1 (stereo unspecified)
20) Cc1ccc(NC(=O)CSc2nc(=O)n(CCN3CCOCC3)c3c2CCC3)c(C)c1
21) Cc1ccc([N+](=O)[O-])cc1S(=O)(=O)N1CCn2cccc2C1c1ccc(F)c(F)c1 (stereo unspecified)
22) Cn1c(=O)c2c(nc(N3CCOCC3)n2Cc2ccc(Br)cc2)n(C)c1=O
23) COc1ccc(NC(=O)Cn2cnc3sc(C)c(S(=O)(=O)N4CCN(C)CC4)c3c2=O)cc1Cl
24) CCCN(C(=O)CCc1nc(-c2ccccc2F)no1)c1ccc(CC)cc1

entry no.	17	18	19	20	21	22	23	24
NTMT1 inhibitor	?	-1%	-1%	12%	7%	8%	1%	10%
PTAP-TSG101 blk	-3%	-5%	2%	0%	-2%	-6%	-2%	0%
GALK inh	0%	0%	?	-2%	-5%	-2%	7%	1%
p53null 32C kill	-6%	3%	-2%	-1%	-1%	2%	1%	2%
B2AR arrestin ag	-2%	-1%	-1%	-1%	-3%	1%	0%	0%
FH mod	-12%	-28%	2%	2%	?	2%	-33%	-7%
p53null 39C tox	-8%	11%	-22%	-7%	-1%	7%	-2%	?

25) COc1cc(NC(=O)c2cc3cc4ccc(C)cc4nc3o2)cc(OC)c1OC
26) Cc1ccc(-c2nc(CSc3nnc(C)n4c3cc3occc34)c(C)o2)cc1
27) CN(C)CCNC(=O)C1CCN(c2nc3ccccc3[nH]2)CC1
28) Cc1ccc(CN2CCC(CNC(=O)Nc3cccc(C)c3C)C2)cc1 (stereo unspecified)
29) COc1cccc(NC(=O)C(Cc2ccccc2)N2Cc3ccccc3C2=O)c1 (stereo unspecified)
30) COc1ccc(NC(=O)Cn2nnc(C(=O)Nc3ccc(C)c(F)c3)c2N)cc1Cl
31) c1ccc(N2CCN(c3ncnc4c3nc3n4CCCC3)CC2)cc1
32) O=C(NCCCN1CCCCCC1)c1ccc2c(c1)sc1nc(-c3ccccc3)cn12

entry no.	25	26	27	28	29	30	31	32
NTMT1 inhibitor	2%	?	1%	-12%	5%	11%	0%	?
PTAP-TSG101 blk	0%	-2%	1%	-3%	-9%	-5%	-4%	2%
GALK inh	-2%	4%	1%	3%	-8%	2%	0%	5%
p53null 32C kill	0%	3%	0%	14%	-8%	-2%	-11%	1%
B2AR arrestin ag	0%	0%	0%	-2%	1%	-1%	0%	3%
FH mod	-1%	6%	-1%	-10%	6%	-21%	-4%	-10%
p53null 39C tox	0%	?	-2%	-19%	-7%	?	-13%	-20%

A section from further up:
20) Cc1ccc(NC(=O)CSc2nc(=O)n(CCN3CCOCC3)c3c2CCC3)c(C)c1
21) Cc1ccc([N+](=O)[O-])cc1S(=O)(=O)N1CCn2cccc2C1c1ccc(F)c(F)c1 (stereo unspecified)
22) Cn1c(=O)c2c(nc(N3CCOCC3)n2Cc2ccc(Br)cc2)n(C)c1=O
23) COc1ccc(NC(=O)Cn2cnc3sc(C)c(S(=O)(=O)N4CCN(C)CC4)c3c2=O)cc1Cl
24) CCCN(C(=O)CCc1nc(-c2ccccc2F)no1)c1ccc(CC)cc1
25) COc1cc(NC(=O)c2cc3cc4ccc(C)cc4nc3o2)cc(OC)c1OC
26) Cc1ccc(-c2nc(CSc3nnc(C)n4c3cc3occc34)c(C)o2)cc1
27) CN(C)CCNC(=O)C1CCN(c2nc3ccccc3[nH]2)CC1
28) Cc1ccc(CN2CCC(CNC(=O)Nc3cccc(C)c3C)C2)cc1 (stereo unspecified)
29) COc1cccc(NC(=O)C(Cc2ccccc2)N2Cc3ccccc3C2=O)c1 (stereo unspecified)

entry no.	20	21	22	23	24	25	26	27	28	29
NTMT1 inhibitor	12%	7%	8%	1%	10%	2%	?	1%	-12%	5%
PTAP-TSG101 blk	0%	-2%	-6%	-2%	0%	0%	-2%	1%	-3%	-9%
GALK inh	-2%	-5%	-2%	7%	1%	-2%	4%	1%	3%	-8%
p53null 32C kill	-1%	-1%	2%	1%	2%	0%	3%	0%	14%	-8%
B2AR arrestin ag	-1%	-3%	1%	0%	0%	0%	0%	0%	-2%	1%
FH mod	2%	?	2%	-33%	-7%	-1%	6%	-1%	-10%	6%
p53null 39C tox	-7%	-1%	7%	-2%	?	0%	?	-2%	-19%	-7%

30) COc1ccc(NC(=O)Cn2nnc(C(=O)Nc3ccc(C)c(F)c3)c2N)cc1Cl
31) c1ccc(N2CCN(c3ncnc4c3nc3n4CCCC3)CC2)cc1
32) O=C(NCCCN1CCCCCC1)c1ccc2c(c1)sc1nc(-c3ccccc3)cn12

entry no.	30	31	32
NTMT1 inhibitor	11%	0%	?
PTAP-TSG101 blk	-5%	-4%	2%
GALK inh	2%	0%	5%
p53null 32C kill	-2%	-11%	1%
B2AR arrestin ag	-1%	0%	3%
FH mod	-21%	-4%	-10%
p53null 39C tox	?	-13%	-20%

Carrying on.
33) O=C(NCc1ccccc1)C1CCN(S(=O)(=O)c2ccc3c(c2)CCCN3C(=O)C2CCC2)CC1
34) O=C(Nc1ccc(Cl)c(Cl)c1)N1CCC(c2ccccc2)C1 (stereo unspecified)
35) O=C(CN1C(=O)c2cccc3cccc1c23)Nc1cccc(F)c1
36) CCSc1oc(-c2ccc(F)cc2)nc1S(=O)(=O)c1ccc(C)cc1
37) CCc1cccc(NC(=O)CCC(=O)N2CCSc3ccccc32)c1
38) CC(=O)c1ccc(NC(=O)CSc2nc(-c3cccc(F)c3)nc3c2c(=O)n(C)c(=O)n3C)cc1
39) COc1ccc(NC(=O)CC2C(=O)N(c3ccccc3)C(=O)N2Cc2cccnc2)cc1 (stereo unspecified)
40) Clc1ccccc1-c1nnc(-c2ccccc2CNc2ccc(Br)cc2)o1

entry no.	33	34	35	36	37	38	39	40
NTMT1 inhibitor	0%	-20%	7%	10%	5%	3%	·	-5%
PTAP-TSG101 blk	-1%	1%	-2%	-5%	0%	-1%	-1%	0%
GALK inh	0%	2%	0%	-4%	-9%	1%	-1%	-6%
p53null 32C kill	3%	-25%	3%	8%	2%	-8%	-9%	-10%
B2AR arrestin ag	0%	3%	0%	1%	0%	-1%	1%	1%
FH mod	-6%	-16%	4%	-17%	-26%	3%	·	-12%
p53null 39C tox	10%	?	-20%	12%	-3%	15%	8%	-34%

41) COc1ccc(-c2c(C)c3ccc(O)c(CN4CCN(CCO)CC4)c3oc2=O)cc1OC
42) CC(C)CCNC(=O)C1CCN(C(=O)c2cc3sccc3n2Cc2ccc(Cl)cc2)CC1
43) O=C(NCc1ccccc1Cl)c1cc2c(s1)-c1ccccc1SC2
44) CCc1nn(CC(=O)N2CCN(c3ccc(OC)cc3)CC2)c(=O)c2cc3sccc3n12
45) Cc1ccc(C)c(S(=O)(=O)NCC(c2ccc(N(C)C)cc2)N2CCOCC2)c1 (stereo unspecified)
46) Cc1ccc(C)n1-c1nnc(N2CCCC(C(=O)NCc3ccc(F)cc3)C2)s1 (stereo unspecified)

entry no.	41	42	43	44	45	46
NTMT1 inhibitor	-6%	3%	?	?	-6%	-9%
PTAP-TSG101 blk	1%	0%	1%	-2%	0%	-1%
GALK inh	0%	4%	-2%	0%	1%	-1%
p53null 32C kill	7%	39%[activator]	5%	-7%	3%	2%
B2AR arrestin ag	0%	0%	-3%	0%	-1%	-2%
FH mod	3%	-21%	-24%	-11%	-11%	-8%
p53null 39C tox	-23%	3%	-4%	-7%	2%	-6%

Assay outcomes as filed in PubChem BioAssay.
